Screening data from PubChem BioAssay.
HCMV inh: human cytomegalovirus inhibition | AID 1259415 | HFF cells, HCMV-luciferase reporter, 72 h; hits give low values | activity change, negative = inhibition, % at 57.5 µM | actives 4.5% (n = 410,000); in the data active = activity change below about -60%; inconclusive = no clear call, values can overlap the other calls; inactive = above about -39%
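Inhibition of viral replication was scored as loss of reporter luminescence in HFFs infected with HCMV-luciferase (MOI 1 PFU/cell) for 72 h; compounds tested at 2 doses, normalized to buffer and Salinomycin controls.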
AmpC detergent: AmpC beta-lactamase inhibition with detergent present. AmpC hydrolysis of nitrocefin, absorbance 480 nm, 0.01% Triton. Potency, µM (highest dose often 114 µM), for the others: at the top dose activity change, negative = inhibition, actives largely listed as inhibitors. actives 0.041% (n = 370,000);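 note: potency is the fitted concentration of half-maximal effect; 0% = no-compound wells and -100% = no-enzyme wells; nearly all actives have a fitted effect of over 25% in size; some results filed as inactive show a strong effect at the top dose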
Target sequence (P00811 whole entry, looked up): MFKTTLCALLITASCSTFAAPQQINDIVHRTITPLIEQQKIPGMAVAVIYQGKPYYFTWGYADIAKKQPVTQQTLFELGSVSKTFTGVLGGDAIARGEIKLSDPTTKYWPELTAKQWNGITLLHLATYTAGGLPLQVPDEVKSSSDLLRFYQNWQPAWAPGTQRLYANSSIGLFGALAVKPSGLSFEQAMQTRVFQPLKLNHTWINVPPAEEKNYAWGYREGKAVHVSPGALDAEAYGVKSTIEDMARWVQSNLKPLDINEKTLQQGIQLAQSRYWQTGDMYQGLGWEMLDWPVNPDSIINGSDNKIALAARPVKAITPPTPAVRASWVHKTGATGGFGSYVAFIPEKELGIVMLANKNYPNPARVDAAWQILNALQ
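AmpC (5.3 nM in the dispensed reagent) in 20 mM phosphate pH 7.0 with 0.01% (detergent screen) or 0.0001% Triton X-100 was preincubated with compounds for 15 min at room temperature. Nitrocefin was then added from an 800 uM solution, and hydrolysis was followed at 480 nm.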
LmPK inhibitor: LmPK (Leishmania mexicana) enzyme inhibition; actives 0.37% (n = 290,000); AID 1721; purified LmPK, Kinase-Glo ATP luminescence, 1 h; Potency, µM (doses to about 57.5 µM), inactives show at the highest dose activity change, negative = inhibition, most hits filed as inhibitors; note: potency is the fitted concentration of half-maximal effect
Target sequence (Q27686 whole entry, looked up): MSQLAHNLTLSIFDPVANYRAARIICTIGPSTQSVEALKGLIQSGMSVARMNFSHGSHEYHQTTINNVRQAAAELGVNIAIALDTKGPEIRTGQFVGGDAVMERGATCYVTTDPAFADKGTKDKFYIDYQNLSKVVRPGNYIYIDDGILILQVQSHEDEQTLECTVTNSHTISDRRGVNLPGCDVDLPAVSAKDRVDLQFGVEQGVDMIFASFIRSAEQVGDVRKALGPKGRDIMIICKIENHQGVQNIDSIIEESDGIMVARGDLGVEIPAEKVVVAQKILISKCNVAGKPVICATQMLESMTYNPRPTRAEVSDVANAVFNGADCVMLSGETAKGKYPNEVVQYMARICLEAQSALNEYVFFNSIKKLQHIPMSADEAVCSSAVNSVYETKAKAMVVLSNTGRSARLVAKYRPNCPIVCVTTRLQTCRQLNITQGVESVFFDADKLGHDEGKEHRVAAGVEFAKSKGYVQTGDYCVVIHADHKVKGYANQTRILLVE
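Purified LmPK (0.1 nM) converted ADP (0.1 mM) to ATP with PEP (0.5 mM) in imidazole buffer pH 7.2 with KCl and MgCl2, 1 h at room temperature. ATP was read by Kinase-Glo luminescence; data normalized to uninhibited and no-enzyme controls.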
Tb PYK inh: inhibitors of Trypanosoma brucei pyruvate kinase | actives 0.12% (n = 410,000) | Potency, µM (highest dose often 76.8 µM), inactives show at the top dose activity, negative = inhibition, actives largely listed as inhibitors | TbPYK enzyme, Kinase-Glo Plus ATP luminescence, 45 min; note: potency is the fitted concentration of half-maximal effect; nearly all actives have a fitted effect of over 50% in size
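Luminescent Kinase-Glo Plus end-point after 45 min room-temperature reaction of T. brucei pyruvate kinase started with 130 uM ADP (final). Buffer TEA 50 mM pH 7.2 with KCl, MgCl2, BSA, Tween-20; titration-based qHTS with fitted concentration-effect curves.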
Sm TGR inh: inhibitors of Schistosoma mansoni thioredoxin glutathione reductase; Q962Y6; purified TGR, DTNB reduction, TNB absorbance 405 nm; Potency, µM (series often up to 114 µM), for inactives: at the top dose activity change, negative = inhibition, actives largely listed as inhibitors; actives 3% (n = 360,000); AID 485364; note: potency is the fitted concentration of half-maximal effect; nearly all actives have a fitted effect of over 60% in size
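Kinetic colorimetric format: TGR-catalysed, NADPH-driven DTNB reduction monitored via TNB absorbance. Enzyme dispensed at 20 nM; compound exposure 15 min at room temperature before reaction start.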
AmpC no deterg: blocks E. coli AmpC beta-lactamase in detergent-free assay | P00811 | AmpC nitrocefin hydrolysis, absorbance 480 nm, 0.0001% Triton | Potency, µM (doses to about 57.1 µM), for the others: top-dose activity change, negative = inhibition, most hits filed as inhibitors | actives 0.52% (n = 330,000);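 note: potency is the fitted concentration of half-maximal effect; plate controls were no compound for no effect and no enzyme for full effect; nearly all actives have a fitted effect of over 20% in size; some results filed as inactive show a strong effect at the top dose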
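20 mM phosphate pH 7.0 + 0.01% (detergent screen) or 0.0001% Triton X-100; 5.3 nM AmpC reagent; cpd preinc 15 min RT; nitrocefin (800 uM stock) to start; A480 q20 s × 4 min; Activity was normalised to no-enzyme and no-compound control wells.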
AMA1-RON2 inh: inhibitors of Plasmodium falciparum AMA1-RON2 interaction; AID 720542; AlphaScreen AMA1-biotinylated RON2 peptide binding; Potency, µM (highest dose often 58.2 µM), for inactives: at the top dose activity change, negative = inhibition, usual class: inhibitors; actives 0.2% (n = 360,000);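 note: potency is the fitted concentration of half-maximal effect; 0% = vehicle wells and -100% = peptide control; nearly all actives have a fitted effect of over 45% in size; some results filed as inactive show a strong effect at the top dose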
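AMA1 (3D7) with his tag at 25 nM final met compounds first, then biotinylated RON2 peptide at 25 nM; detection used donor plus acceptor beads, 10 µg/mL apiece, read by AlphaScreen after 30 min at room temperature.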
The depositor's hits bear a star; ? = inconclusive; · = not tested or not shown; [ ] = dose if it differs, or a comment. Unless noted, calls come from the whole dose curve; as a rule, active = well fitted curve in the direction sought with a large enough effect; inconclusive = small, poorly fitted or top-dose-only effect, or another doubt; inactive = no such curve, though single readings can be large; an effect the other way counts as inactive or inconclusive. Unless noted, % is set by controls: 0 for no effect and ±100 for the full control effect.

SMILES | HCMV inh | AmpC detergent | LmPK inhibitor | Tb PYK inh | Sm TGR inh | AmpC no deterg | AMA1-RON2 inh
O=C(NCC1CCCO1)c1cccc(S(=O)(=O)N(Cc2ccccc2)c2ccccc2)c1 (stereo not given) | 13 | ? | · | 8% | 4% | 53% | -11%
CCOC(=O)c1c(C)oc(C)c(C(=O)OCC)c1=O | 27 | -5% | -3% | -8% | -4% | -4% | 17%
O=C(CNC(=O)c1ccccc1F)OCCOc1cccc(Cl)c1 | -32 | ? | · | -5% | ? | 17% | 6%
COc1ccc(C(NC(=O)C(C)C)c2ccc3cccnc3c2O)cc1 (stereo not given) | -99* | -4% | 0% | -6% | 0% | -1% | 8%
Cc1cc(=O)oc2cc(OCC(=O)Nc3c(Cl)cccc3C(F)(F)F)ccc12 | -30 | 8% | 0% | 2% | -22% | -6% | -2%
Cn1c(NCCN2CCCCC2)cc(=O)n(C)c1=O | 9 | 12% | -2% | -1% | 5% | -21% | 4%
CC(=O)Oc1ccc(N(C(C)=O)S(=O)(=O)c2ccc(C)c([N+](=O)[O-])c2)cc1 | -39 | -2% | 2% | 1% | -17% | -3% | -8%
CCOn1c(=O)c(-c2cccc(Br)c2)[n+]([O-])c2ccccc21 | -23 | -14% | -3% | 3% | 1% | 222% | -2%
O=C(CN(Cc1cccs1)C(=O)CNS(=O)(=O)c1ccccc1)NCc1ccco1 | -12 | ? | -1% | -5% | ? | -14% | -12%
COC(=O)c1ccccc1NC(=O)CSc1nc(=O)cc(N)n1-c1ccccc1 | -5 | -3% | · | 2% | -10% | · | ·
Cc1ccc(S(=O)(=O)/N=C2/NC(=O)/C(=C/c3cc([N+](=O)[O-])ccc3O)S2)cc1 | 23 | -6% | -16% | ? | 0% | -47% | 7%
O=C(NNC(=O)c1cc(-c2ccccc2)n(-c2ccccc2)n1)c1cccc([N+](=O)[O-])c1 | -22 | -10% | -2% | -9% | -10% | -34% | 92%[activator]
Cc1ccc(N(CC(O)CN2CCCCC2)S(=O)(=O)c2ccc(C)cc2)cc1 (stereo not given) | -11 | -1% | -1% | -5% | 5% | -2% | -9%
CC1=NN(C(=O)c2ccco2)C(O)(c2ccccc2)C1 (stereo not given) | -9 | 9% | 0% | 2% | 12% | -17% | 105%[activator]
COCC(=O)Nc1nc(-c2ccccc2)c(C)s1 | -6 | -5% | -4% | 3% | -2% | -20% | -6%
CCC(=O)Nc1nnc(-c2cccs2)s1 | -12 | 0% | -2% | -5% | · | -19% | -2%
CCOc1ccc(CSC(=N)N)cc1 | -3 | 10% | 0% | -13% | 1% | ? | -2%[2.32 µM]
Cn1c(SCC(=O)NC2CCCC2)nnc1-c1ccc(S(=O)(=O)N2CCOCC2)cc1 | 24 | -3% | -1% | -10% | -22% | -4% | 2%
Cn1c(=O)c2cc(NC(=S)NC3CC3)ccc2n1C/C=C/c1ccccc1 | -29 | · | · | -21% | · | · | -14%
O=C1CCN(S(=O)(=O)c2cc(C(F)(F)F)ccc2Cl)CC1 | -5 | 3% | · | -2% | -26% | -16% | -2%
CCCN=Cc1c(CCC)[nH]n(-c2nc3ccccc3s2)c1=O | 38 | ? | 5% | 0% | -9% | 34% | 0%
CCc1cccc(Nc2c([N+](=O)[O-])cc(C(=O)N3CC(=O)Nc4ccccc43)cc2[N+](=O)[O-])c1 | 0 | -4% | 0% | -3% | -31% | -35% | ?
COc1ccc([N+](=O)[O-])cc1NC(=O)COC(=O)c1ccccc1C(=O)c1ccccc1 | ? | 1% | 0% | 4% | ? | -32% | 0%
Cc1ccc(N=C2NC(=O)/C(=C/c3cccnc3)S2)cc1C | -14 | -4% | 8% | 1% | -3% | -3% | 7%

Sorted by SMILES length (largest number first): part of the list above
SMILES | HCMV inh | AmpC detergent | LmPK inhibitor | Tb PYK inh | Sm TGR inh | AmpC no deterg | AMA1-RON2 inh
Cc1ccc(N(CC(O)CN2CCCCC2)S(=O)(=O)c2ccc(C)cc2)cc1 (stereo not given) | -11 | -1% | -1% | -5% | 5% | -2% | -9%
Cn1c(=O)c2cc(NC(=S)NC3CC3)ccc2n1C/C=C/c1ccccc1 | -29 | · | · | -21% | · | · | -14%
O=C1CCN(S(=O)(=O)c2cc(C(F)(F)F)ccc2Cl)CC1 | -5 | 3% | · | -2% | -26% | -16% | -2%
CCCN=Cc1c(CCC)[nH]n(-c2nc3ccccc3s2)c1=O | 38 | ? | 5% | 0% | -9% | 34% | 0%
CCOc1ccc(CSC(=N)N)cc1 | -3 | 10% | 0% | -13% | 1% | ? | -2%[2.32 µM]

Continued:
SMILES | HCMV inh | AmpC detergent | LmPK inhibitor | Tb PYK inh | Sm TGR inh | AmpC no deterg | AMA1-RON2 inh
CCC(=O)N1CCCC(C)(C(=O)Nc2ccc(OC)c(F)c2)C1 (stereo not given) | 21 | · | · | 5% | · | · | -8%
CNc1nc(N)c(C(=O)C(C)(C)C)s1 | 44 | 3% | 1% | -17% | -1% | -13% | 8%
CCn1ccc(C(=O)Nc2ccc(N(C)C(C)=O)cc2)n1 | 97 | -11% | -7% | 7% | 8% | -7% | 4%
COc1ccc(N(CC(=O)NCc2ccccc2)S(C)(=O)=O)cc1 | 37 | -12% | 0% | 8% | -4% | 2% | -13%
CCN(C(=O)CSc1nnc(-c2ccc(OC)cc2)n1C(C)C)C1CCS(=O)(=O)C1 (stereo not given) | 17 | · | · | 0% | · | 12% | 21%
Cc1ccc(-c2noc(CN3C(C)CCCC3C)n2)cc1 (stereo not given) | -5 | ? | 2% | -4% | ? | 39% | -2%
COc1ccc2c(c1)CCC1C2CCC2(C)C(O)C(=O)CC12 (stereo not given) | 14 | · | · | 1% | · | · | 14%
N#Cc1sc2nc(N3CCCCC3)c3c(c2c1N)CCCC3 | ? | -2% | -6% | -7% | 0% | -24% | -1%
CC(=O)N1CCc2cc(S(=O)(=O)C(C)CC(=O)Nc3ccc(Br)c(C)c3)ccc21 (stereo not given) | -18 | 22% | · | -9% | 0% | · | ·
CCCCCn1c(=O)[nH]c2cc(C(=O)N3CCN(c4ccccc4)CC3)ccc2c1=O | -3 | ? | · | 0% | -4% | · | ·
CCCCCNC(=O)C1CC(=O)OC12CCCCC2 (stereo not given) | -20 | 3% | -12% | 0% | 0% | -13% | -11%
CCOC(=O)C(C)C(C)=O (stereo not given) | · | -2% | · | 2% | -35% | -3% | 4%
O=C(OCC(=O)c1ccccc1)C1=NN(c2ccccc2)C(=O)CC1 | -12 | · | · | -5% | · | -22% | -23%
Cc1ccc(CSc2nnc(SCC(=O)N/N=C/c3c(C)nn(-c4ccccc4)c3C)s2)cc1 | -9 | -8% | -1% | -1% | -1% | -26% | -14%
CN1C(=O)c2oc3ccccc3c(=O)c2C1c1ccccn1 (stereo not given) | 41 | 2% | -1% | -6% | 5% | -45% | 19%
Cn1c(CNC(=O)CNC(=O)c2ccc(C(C)(C)C)cc2)cc(=O)n(C)c1=O | -10 | -12% | 4% | 6% | -1% | -3% | -1%
COC(=O)Cc1ccc(NC(=S)NCc2ccc(S(N)(=O)=O)cc2)cc1 | -1 | 0% | 15% | ? | 0% | -27% | 0%
COc1cc(Cl)c(NC(=O)CC(C)S(=O)(=O)c2cc3c(cc2C)NC(=O)CO3)c(OC)c1 (stereo not given) | -4 | 16% | · | -9% | -4% | · | ·
CCn1c(N2CCN(C(=S)NCC(C)C)CC2)nc2ccccc21 | ? | 2% | 0% | -10% | 9% | 1% | 24%
COc1ccccc1NC(=O)CCC(=O)Nc1cc(OC)c(NC(=O)c2cccs2)cc1OC | -22 | -3% | -4% | 6% | -8% | 109%[activator] | 15%
COc1cc(Br)c(C2CC(=O)Nc3cc4c(cc32)OCCO4)cc1OC (stereo not given) | 12 | -3% | · | -7% | -4% | · | ·
Fc1ccc(Br)cc1C1C=C(c2cccnc2)Nc2ncnn21 (stereo not given) | · | -14% | 8% | 0% | 26% | -23% | 24%
COc1ccc(OCC(O)CNC(=O)c2c(-c3ccccc3)noc2C)cc1 (stereo not given) | -13 | 3% | -1% | 1% | 2% | -5% | -6%
COC(=O)c1ccccc1NS(=O)(=O)c1cc2c3c(c1)CC(=O)N3CCC2 | 27 | 1% | · | -5% | 19% | · | ·
COC(=O)c1cn(CC(=O)Nc2ccccc2C)c2ccccc12 | -13 | -15% | 1% | -6% | -3% | -18% | -3%
Cc1nnc(SCc2nnc(-c3ccccc3)o2)n(N)c1=O | 6 | -1% | 0% | -2% | -10% | -24% | 2%
COc1ccc(C(=O)Nc2cc3c(cc2C(=O)c2ccccc2Cl)OCCO3)cc1 | 6 | -3% | · | 9% | -1% | · | ·
CC(=O)N=c1sccn1CC(=O)c1ccc([N+](=O)[O-])cc1 | 0 | -4% | -1% | 3% | ? | -25% | 4%
Fc1ccc(CN2CCCN(C(=S)Nc3ccc(F)cc3)CC2)cc1 | -21 | 3% | -3% | 3% | 6% | -5% | -18%
COc1ccc(O)c(C(=O)CC(=O)c2ccncc2)c1 | 58 | · | · | 0% | · | · | 10%
COc1ccc(CC(N)c2csc(NC(=O)Nc3ccccc3Cc3ccccc3)n2)cc1 (stereo not given) | 0 | · | · | 2% | · | · | 54%[activator]
O=C(C1=C[C@@H](c2csc3ccccc23)C[C@@H](OCc2ccc(CO)cc2)O1)N1CCN(Cc2ccccc2)CC1 | · | 8% | -2% | 2% | 35µM* | 77%[activator] | -27%
CCOC(=O)c1c(C)n(CC(COC(C)=O)OC(C)=O)c2ccc(OC(C)=O)cc12 (stereo not given) | 14 | -8% | 9% | 3% | -10% | 96%[activator] | -6%
COc1ccc(C(=O)NC(Cc2c[nH]c3ccccc23)C(=O)O)cc1 (stereo not given) | 83 | ? | -3% | 1% | 1% | -18% | -4%
Cc1ccc(S(=O)(=O)N2CCN(C(=O)C(F)(F)F)C2c2ccc(N(C)C)cc2)cc1 (stereo not given) | -26 | -3% | 0% | -19% | 9% | -2% | 12%
Clc1ccc(CN2C3=NCCCN3c3ccccc32)cc1 | -1 | -7% | -2% | -6% | -6% | 40% | 0%
Cc1cc(C)nc(S/C=C/C(=O)c2ccccc2)n1 | -91* | 1% | -1% | 2% | 1.1µM* | -4% | 0%
O=C(COC(=O)c1ccc(O)cc1)c1ccc(S(=O)(=O)N2CCCCC2)cc1 | 110 | -2% | · | -3% | -6% | -36% | 4%[11.6 µM]
